Source: PubChem (several laboratories)
LYP phosphatase: PTPN22 lymphoid phosphatase activity blockers – biochemical, fluorescence intensity, uHTS (AID 1779); recombinant LYP phosphatase, fluorescence intensity; higher % means a stronger effect; one-dose inhibition, % at 11.5 µM; IC50 in µM for titrated hits; actives 0.054% (n = 290,000); in the data active means inhibition above about 50%;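 further: plate controls were vehicle with enzyme for no effect and no enzyme for full effect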
AID2073: disruptors of CaV2.2 binding to Mint1 – biochemical, HTRF (AID 2073); actives 0.19% (n = 290,000); inhibition, % at 20 µM; hits with a dose series show IC50 in µM; HTRF protein-protein interaction, Mint1-CaV2.2; higher % means a stronger effect; in the data active means inhibition mostly above about 51%, no sharp cut-off; inconclusive means no clear call, values can overlap the other calls; inactive means mostly below about 53%; further: some results filed as inactive read as strong as hits
Large T inhibition: TAg ATPase/helicase activity blockers – biochemical (AID 1903) | actives 0.39% (n = 310,000) | SV40 large T antigen ATPase/helicase inhibition assay; higher % means a stronger effect | inhibition, % at 20 µM; hits with a dose series show IC50 in µM; in the data active means a potency from the dose series; inconclusive means inhibition mostly from about 32% at the one dose, without a potency; inactive means the rest, 99 in 100 with inhibition below about 32%; further: strong numbers were not always called active
NS5 inhibitors: Dengue-2 NS5 methyltransferase inhibitors, primary screen, biochemical, confirmation dose response (AID 588689). Dengue-2 NS5 methyltransferase capping enzyme assay, biochemical; higher % means a stronger effect. inhibition, % at 25 µM, or IC50 in µM where a hit was titrated. actives 0.3% (n = 340,000); in the data active means a potency from the dose series; inconclusive means inhibition above about 29% without an active follow-up result
XIAP antagonists: small molecules displacing peptide from XIAP – biochemical, IAP family, fluorescence polarization (AID 1018). one-dose displacement, % at 20 µM; IC50 in µM for titrated hits. actives 0.007% (n = 200,000). XIAP BIR domain, fluorescence polarization peptide displacement; higher % means a stronger effect; in the data active means displacement above about 50%; further: a part of the inactive calls stands beside numbers as strong as those of hits
HIV fusion peptide: cell-free HIV fusion peptide-binding blockers – biochemical, uHTS, fluorescence dequenching, primary screen (AID 1986); cell-free peptide binding, fluorescence dequenching, 30 min; higher % means a stronger effect; inhibition, % at 20 µM; hits with a dose series show IC50 in µM; actives 0.3% (n = 290,000); in the data active means inhibition mostly above about 52%, no sharp cut-off; inactive means mostly below about 76%; further: some results filed as inactive read as strong as hits
RSV CPE inhibition: inhibition of RSV-induced cytopathic effect – HEp-2 cells, primary 10 µM value included (AID 2391); one-dose CPE inhibition, % at 10 µM; IC50 in µM for titrated hits; actives 0.13% (n = 310,000); HEp-2 cells, RSV-induced CPE inhibition; higher % means a stronger effect; in the data active means a potency from the dose series; inconclusive means CPE inhibition mostly from about 23% at the one dose, without a potency; inactive means the rest, 99 in 100 with CPE inhibition below about 21%; further: strong numbers were not always called active
Siah-1 displacement: blockers of Siah-1 interaction with plectin peptide – biochemical, fluorescence polarization, rhodamine-plectin, uHTS, primary screen (AID 1817). actives 0.02% (n = 290,000). Siah-1 / rhodamine-plectin peptide fluorescence polarization; higher % means a stronger effect. one-dose displacement, % at 20 µM; IC50 in µM for titrated hits;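 active means displacement of at least 50% at 20 µM, with a fluorescence ratio check between 0.3 and a set limit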;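 further: plate controls were Siah plus tracer with DMSO for no effect and tracer alone without Siah for full effect; strong numbers were not always called active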
Rac1 GTP hydrolysis: MgcRacGAP GTPase-activating activity inhibitors, confirmation, biochemical, ADP Hunter fluorescence; MgcRacGAP-stimulated Rac1 GTP hydrolysis, ADP Hunter fluorescence; higher % means a stronger effect; GST-tagged Rac1 F28L mutant substrate; inhibition, % at 30 µM, or IC50 in µM where a hit was titrated; actives 0.6% (n = 340,000); AID 624330;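 active means first-screen hits whose inhibition reached a set limit at any dose in the follow-up dose series; inconclusive means inhibition above the set first-screen limit but never retested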;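 further: fluorescence reports GDP produced by GAP-driven GTP hydrolysis; strong numbers were not always called active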
NS5 inhibitors pilot replicate: recorded beside NS5 inhibitors, whose call it bears; inhibition, %; measured here: pilot screen replicate inhibition
Active calls of the source: *; u = inconclusive; x = no result given. These rows are one share of the data; the hit share may differ from the screen's.

SMILES	LYP phosphatase	AID2073	Large T inhibition	NS5 inhibitors	XIAP antagonists	HIV fusion peptide	RSV CPE inhibition	Siah-1 displacement	Rac1 GTP hydrolysis	others
COc1ccccc1CCNC1CCCC(C)C1 (configuration not stated)	-6%	5%	6%	-7%	-5.0%	2.5%	0.2%	2%	9%
CC(=O)c1c(C)n(CCCOC(C)C)c2ccc(O)cc12	2%	9%	9%	0%	-4.6%	-2.0%	0.9%	1%	18%
CC(=O)OC(C)(C)/C=C/C(=O)C(C)(O)C1[C@H](O)C[C@@]2(C)C3CC=C4C(CC[C@@H](O)C4(C)C)[C@]3(CO)C(=O)C[C@]12C (some centres not stated)	-7%	-3%	23%	-7%	x	-0.7%	9.8%	5%	5%
O=C1Nc2ccccc2/C1=C/c1cnc[nH]1	-1%	1%	20%	1%	-4.2%	0.2%	-0.9%	2%	4%
O=C(O)[C@H]1C[C@@H]1[C@H](NP(=O)(c1ccccc1)c1ccccc1)c1ccccc1	-2%	9%	7%	-4%	-9.9%	1.5%	1.0%	-1%	0%
CCN1C[C@]2(C)CC[C@H](O)[C@]34C1[C@H](C[C@H]23)[C@@]1(O)C[C@H](OC)[C@H]2C[C@@H]4[C@@H]1C2O (some centres not stated)	x	x	6%	-5%	x	x	0.3%	x	3%
Cn1cc(C=C2C(=O)NC(=O)NC2=O)c2ccccc21	-8%	42%	10%	u	x	160%	6.1%	0%	6%
CC1CCCN(C(=O)c2ccc(N3CC4CC(C3)c3cccc(=O)n3C4)c([N+](=O)[O-])c2)C1 (configuration not stated)	-3%	-8%	5%	0%	-7.5%	-1.4%	2.1%	6%	10%
Oc1cc2c(cc1CN1CCN(c3ccc(F)cc3)CC1)OCO2	-6%	2%	10%	26%	x	-3.3%	1.6%	6%	3%
CNCCc1ccc(OC)c(OC)c1	0%	-12%	7%	3%	x	-0.5%	x	2%	2%
CCCCCCn1c(O)c(C=Nc2c(C)n(C)n(-c3ccccc3)c2=O)c(=O)[nH]c1=O	-4%	2%	3%	-4%	-2.5%	2.5%	0.4%	-3%	4%
C=CCSc1nc2c(c(-c3ccsc3)c1C#N)CN(C)CC2	-7%	3%	31%	u	x	3.2%	2.3%	0%	10%
Cc1ccsc1C(=O)C1CCCN(Cc2cnc(N)nc2)C1 (configuration not stated)	-2%	2%	9%	-3%	x	0.5%	-1.5%	-4%	8%
O=C(N/N=C1/CN2CCC1CC2)c1cccc(O)c1	-4%	3%	1%	3%	-4.3%	-0.5%	0.2%	2%	9%
Clc1ccc2c(c1)C(c1ccccc1Cl)=NCc1nnc(N3CCN(CCOc4ccccc4)CC3)n1-2	3%	7%	11%	-4%	-5.8%	-1.6%	17%	-5%	8%
N=c1c[n+](CC23CC4CC(CC(C4)C2)C3)[n-]o1	0%	5%	-1%	-2%	1.0%	2.9%	-0.1%	2%	2%
O=C(CN1CC=C(c2ccccc2)CC1)Nc1c(Cl)cccc1Cl	-6%	5%	16%	-5%	-8.0%	5.3%	1.4%	2%	6%
COc1ccc(Nc2ncc(C(=O)N3CCC4(CC3)OCCO4)c3ccccc23)cc1	-8%	4%	15%	4%	-1.7%	-0.9%	4.9%	-4%	9%
CCOCN(C(=O)CCl)c1c(C)cccc1CC	x	x	7%	3%	x	x	0.8%	x	2%
Cc1cccc(-n2c(O)c(C=NC34CN5CN(CN(C5)C3)C4)c(=O)[nH]c2=O)c1	-2%	-4%	8%	-8%	-12%	-1.7%	1.4%	-8%	5%
CN1CN(c2cccc([N+](=O)[O-])c2)CN=C1N[N+](=O)[O-]	-2%	1%	4%	-13%	-5.2%	-1.4%	1.9%	4%	-9%
COc1ccccc1C(=O)C1CCCN(Cc2cnc(C)s2)C1 (configuration not stated)	-4%	-5%	25%	-1%	1.1%	0.9%	0.2%	6%	12%
O=C(Nc1ccc(Cl)cc1C(=O)c1ccccc1Cl)c1ccco1	0%	22%	2%	0%	-5.0%	-0.1%	-0.2%	2%	-2%
COc1cc2c(cc1OC)C(c1c(O)n(CCc3ccccc3)c(=S)[nH]c1=O)NCC2 (configuration not stated)	-4%	11%	-1%	x	x	10%	4.7%	-1%	x
Cc1cc(S(N)(=O)=O)ccc1N=Cc1c(O)n(-c2ccccc2)c(=O)[nH]c1=O	-3%	-2%	7%	-14%	-3.8%	55%	1.5%	0%	6%
Cc1cc(S(=O)(=O)NCc2ccccc2)ccc1OCC(=O)N1CCN(C)CC1	-13%	2%	24%	-5%	3.2%	0.8%	-1.2%	4%	2%
CC12CC[C@H]3[C@@H](CCC4(O)C[C@H](O)CCC34/C=N/NC(=O)c3ccccc3Cl)C1(O)CCC2C1=CC(=O)OC1 (some centres not stated)	-3%	-12%	12%	7%	x	-0.7%	2.1%	0%	11%
O=C(Nc1ccccc1F)OC1CN2CCC1CC2 (configuration not stated)	-8%	u	5%	-2%	x	-1.4%	1.8%	0%	-3%
Cc1cccc(OC(=O)N2CCOCC2)c1	-1%	1%	16%	-8%	0.1%	-1.0%	-0.2%	1%	9%	NS5 inhibitors pilot replicate=0.6
COc1ccc(OCC(=O)N2CCN(Cc3nc4cc([N+](=O)[O-])ccc4n3C)CC2)cc1	2%	-3%	8%	1%	1.6%	1.8%	2.7%	-9%	1%
C[C@H](NC(=O)N1C[C@H]2C[C@@H](C1)c1cccc(=O)n1C2)C(=O)Nc1ccccc1F	-1%	14%	x	1%	x	0.8%	0.8%	-1%	1%
C=C(COC(=O)CCC(=O)O)CC1CC(O)[C@]2(C)OC3CC4OC5C[C@]6(C)O[C@]7(C)CCC8OC9C[C@]%10(C)OC%11C(C)=CC(=O)OC%11CC%10OC9C[C@@H](C)C8OC7CC6O[C@]5(C)C/C=C\C4OC3CC2O1 (some centres not stated)	-2%	6%	x	-2%	x	1.7%	x	-3%	10%
CN(C)C(=O)Oc1ccc(OCc2nc3ccccc3[nH]2)cc1	4%	5%	6%	-1%	-3.9%	0.8%	6.5%	0%	15%
OC(CNC1CCCCCCC1)c1ccccc1 (configuration not stated)	-10%	27%	11%	x	-5.5%	0.3%	-2.5%	1%	x
O=C1N(c2cccc(Cl)c2)C(c2cccnc2)N2CCCN12 (configuration not stated)	-5%	12%	17%	0%	-0.2%	-0.5%	-0.6%	-4%	10%
C=CCn1c(O)c(/C=C2/C=CC=N2)c(=O)[nH]c1=O	4%	4%	11%	-43%	-4.6%	14%	1.2%	5%	10%
CCCCCn1c(=O)c(C(=O)NCc2ccncc2)c(O)c2ccccc21	-1%	1%	8%	3%	-5.1%	-2.1%	-3.9%	1%	15%
Cn1cc(CCC(=O)N2CCC3(CC2)OCCO3)c2ccccc21	-13%	-1%	1%	-2%	-3.6%	7.9%	-0.2%	-5%	4%
FC(F)(F)Oc1ccc(NC2=NCCCS2)cc1	1%	u	10%	-9%	x	-1.6%	0.3%	5%	4%
COc1ccc(-n2c(/C=C/c3ccc4c(c3)OCO4)nc3ccccc3c2=O)cc1	-5%	9%	8%	-4%	-16%	0.5%	-0.3%	2%	-9%
CC(=Nc1ccccc1N)c1c(O)n(C)c(=O)[nH]c1=O	-5%	1%	7%	-8%	x	-1.6%	9.6%	-3%	12%
O=C(NC1CN2CCC1CC2)c1ccc(-c2ccc([N+](=O)[O-])cc2)o1 (configuration not stated)	5%	-7%	-49%	-1%	-7.3%	-1.2%	0.6%	-6%	16%
CCOc1ccc(NC(=O)C2C3c4ccccc4C(c4ccccc43)C2C(=O)O)cc1 (configuration not stated)	-2%	-3%	21%	0%	-1.9%	4.3%	9.9%	9%	-13%
O=C(COc1ccc2c3c(c(=O)oc2c1)CCC3)N1C[C@H]2C[C@@H](C1)c1cccc(=O)n1C2	-6%	5%	5%	-9%	x	-0.5%	1.4%	-2%	-2%
CC(Cc1ccccc1)NC(N)=O (configuration not stated)	-1%	41%	13%	3%	x	0.5%	2.9%	3%	10%
Cc1ccc(-c2nc3ccccc3c(=O)n2-c2cccc(O)c2)cc1	-2%	6%	6%	10%	-3.7%	7.4%	2.7%	2%	10%
CN(C(=O)CN1CC=C(c2ccccc2)CC1)c1c(N)n(Cc2ccccc2)c(=O)[nH]c1=O	-3%	-2%	4%	-5%	-3.8%	0.1%	0.1%	1%	0%
C=CCN1CCC2(C)c3cc(O)ccc3CC1C2C (configuration not stated)	x	x	1%	-2%	x	x	-2.4%	x	8%
O=S(=O)(NC1CCCC1)OCC(Cl)(Cl)Cl	-11%	-1%	5%	6%	x	0.3%	0.5%	5%	3%
